Fh CTSL1 inh = counter-screen for PFM18AAP inhibitors: inhibitors of F. hepatica cathepsin L1 | inhibition, % at 5.96 µM | actives 0.49% (n = 300,000) | recombinant F. hepatica cathepsin L1, Z-Leu-Arg-MCA fluorescence | AID 1906;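 active = inhibition above the mean of all tested compounds plus 3 SD, set per screening campaign, cut at about 17% in these data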;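 note: 0% = plate median of test compound wells and 100% = 1 µM Z-Phe-Ala-diazomethylketone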
TPT1 inhibitor = inhibitors of Candida albicans tRNA 2'-phosphotransferase TPT1 | AID 1962 | recombinant caTPT1, FP RNA substrate dephosphorylation | actives 0.81% (n = 300,000) | inhibition, % at 5 µM;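 active = inhibition above the mean of all tested compounds plus 3 SD, set per screening campaign, cut at about 24% in these data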;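 note: plate controls were DMSO alone for no effect and ferristatin control at 100 nM for full effect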
PREPL inhibitor = inhibitors of human prolyl oligopeptidase-like enzyme PREPL | AID 2751 | inhibition, % at 5.96 µM | Q4J6C6 | recombinant PREPL, fluorescence polarization activity-based probe | actives 0.68% (n = 320,000); in the data active = inhibition above about 43%;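 note: 0% = enzyme with DMSO and 100% = wells lacking enzyme; many of its hits are not listed in these tables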
Target sequence (Q4J6C6 whole entry, looked up): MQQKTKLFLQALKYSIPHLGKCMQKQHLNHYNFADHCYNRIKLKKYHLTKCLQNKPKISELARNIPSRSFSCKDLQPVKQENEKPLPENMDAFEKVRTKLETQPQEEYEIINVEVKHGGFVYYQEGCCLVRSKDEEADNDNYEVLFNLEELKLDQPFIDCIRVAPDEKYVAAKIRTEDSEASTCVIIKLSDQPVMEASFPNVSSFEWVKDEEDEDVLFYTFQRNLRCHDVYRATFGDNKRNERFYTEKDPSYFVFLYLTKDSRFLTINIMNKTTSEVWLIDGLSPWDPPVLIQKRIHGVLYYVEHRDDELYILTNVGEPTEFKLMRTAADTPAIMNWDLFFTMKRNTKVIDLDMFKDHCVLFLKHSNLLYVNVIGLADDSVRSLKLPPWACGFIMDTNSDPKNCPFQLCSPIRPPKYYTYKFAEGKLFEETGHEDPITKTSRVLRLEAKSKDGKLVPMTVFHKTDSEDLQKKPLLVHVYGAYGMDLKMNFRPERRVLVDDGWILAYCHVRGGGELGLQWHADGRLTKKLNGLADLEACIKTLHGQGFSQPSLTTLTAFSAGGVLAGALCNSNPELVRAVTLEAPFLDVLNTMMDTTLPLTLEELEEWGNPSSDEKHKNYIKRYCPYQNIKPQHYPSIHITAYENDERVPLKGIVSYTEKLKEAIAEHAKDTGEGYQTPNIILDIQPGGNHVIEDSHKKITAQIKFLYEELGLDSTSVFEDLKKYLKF
PP1 inh = PP1-alpha (human) inhibition in PP5 counter-screen. P62136. purified PP1alpha, OMFP fluorescence. inhibition, % at 6.7 µM. actives 0.9% (n = 320,000). AID 2235;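 active = inhibition above the mean inhibition of all tested compounds plus 3 SD, computed separately for each screening campaign, cut at about 15% in these data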
core dimer inh = blocks dimerization of HCV core protein | actives 0.33% (n = 300,000) | TR-FRET GST/Flag-core106 dimerization, 1536-well | inhibition, % at 5 µM;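 active = inhibition above the mean of all tested compounds plus 3 SD, set per screening campaign, cut at about 45% in these data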
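Material: GST/Flag-tagged HCV core106 proteins. Incubation: 4 h, 22.5 °C incubation. Read-out basis: inhibition (%) from 671 over 617 nm ratio. Measured by: TR-FRET, excitation 340 nm, emission 617 and 671 nm.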
JMJD2C inh = inhibitors of human GASC-1 (JMJD2C) demethylase; Q9H3R0; GST-JMJD2C(1-420) H3K9me3 demethylation, DELFIA europium; inhibition, % at 2.35 µM; actives 0.069% (n = 330,000);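 active = more than half of a compound's replicate wells show inhibition beyond 50%, single wells judged on their own value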;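 note: signal counts dimethyl H3K9 product captured on neutravidin plate; 0% = median of DMSO wells and 100% = 0.3 times that DMSO median; strong numbers were not always called active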
LYPLA2 inh = counter-screen for PME1 inhibitors: inhibitors of human LYPLA2. O95372. actives 0.38% (n = 320,000). recombinant LYPLA2, FP-Rh probe fluorescence polarization. inhibition, % at 5.9 µM;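 active = inhibition above the screen-wide mean plus 3 SD, limit set per campaign, cut at about 26% in these data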;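 note: 0% = LYPLA2 with DMSO and 100% = wells lacking LYPLA2 enzyme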
Target sequence (O95372 whole entry, looked up): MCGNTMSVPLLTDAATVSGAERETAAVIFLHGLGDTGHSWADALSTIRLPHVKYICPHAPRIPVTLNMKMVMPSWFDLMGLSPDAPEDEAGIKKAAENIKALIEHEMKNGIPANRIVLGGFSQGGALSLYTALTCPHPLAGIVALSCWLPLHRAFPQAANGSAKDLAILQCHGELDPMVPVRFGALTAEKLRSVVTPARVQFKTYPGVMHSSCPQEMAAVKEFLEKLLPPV
Efflux pump mplx = inhibitors of Candida antifungal efflux pumps expressed in yeast; inhibition, % at 10 µM; S. cerevisiae Candida pump triplex, Nile Red efflux; actives 0.44% (n = 330,000);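 active = plate passing quality check with inhibition over a set limit, or well fluorescence over plate mean plus 4 SD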;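 note: Nile Red retained in pooled yeast measured as flow cytometry median fluorescence; 0% = buffer negative control and 100% = Enniatin B positive control; higher means more Nile Red kept so more efflux inhibition; some compounds called inactive have numbers as strong as hits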
PP5 primary = PP5 (human) phosphatase inhibition. P53041. purified PP5c, OMFP substrate fluorescence. inhibition, % at 6.7 µM. actives 0.18% (n = 320,000). AID 1987;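 active = inhibition above the campaign's mean inhibition across all tested compounds plus 3 SD, cut at about 9.5% in these data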;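 note: 0% = DMSO only and 100% = 100 µM cantharidin control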
An asterisk follows results filed as active; . = not tested or not shown.

SMILES | Fh CTSL1 inh | TPT1 inhibitor | PREPL inhibitor | PP1 inh | core dimer inh | JMJD2C inh | LYPLA2 inh | Efflux pump mplx | PP5 primary
CN(CCOc1ccccc1)C(=O)CNC(=O)c1ccc(C(C)(C)C)cc1 | . | . | 4 | -3 | . | -3 | 4 | 0.2 | -1.2
CCN1CCN(CC(=O)Nc2sc3c(c2C#N)CCC3)CC1 | 2 | -2 | 7 | -6 | 1 | 7 | -6 | 0.6 | 0.3
O=C(NCc1ccco1)c1cc(-c2cccs2)on1 | -3 | -2 | 8 | 4 | -2 | 3 | -1 | -0.1 | 3.0
CC(C(=O)N1CCN(C(=O)c2ccco2)CC1)n1sc2ccccc2c1=O (stereo not given) | 2 | -5 | 4 | -2 | 0 | -10 | 4 | 0.0 | 1.4
CCCN1CCC(=O)N([C@H](CO)c2ccccc2)CC1 | 0 | 0 | -3 | -1 | 4 | -6 | -3 | 0.1 | 2.6
CC(C)(C)OC(=O)[C@H](Cc1ccccc1)NC(=O)c1nc[nH]c1C(=O)N[C@@H](Cc1ccccc1)C(=O)OC(C)(C)C | 6 | 0 | 3 | 14 | 9 | -3 | -27 | 0.2 | 7.2
CCc1ccc(NC(=O)N(CCOC)C2CCN(C(C)=O)CC2)cc1 | 2 | 3 | 1 | -6 | 0 | 4 | 1 | 0.1 | -3.3
CC(=O)/C=C/c1ccc(C)o1 | 4 | 0 | 8 | 0 | -5 | -1 | -9 | 0.1 | -0.5
CCN(CC(=O)NCc1cccs1)C(=O)c1ccc(S(=O)(=O)Nc2ccccc2)cc1 | 2 | -1 | -2 | -7 | 1 | 2 | 5 | 0.0 | 1.2
CC(C)n1c(=S)[nH]c2scc(-c3cccs3)c2c1=O | 5 | 3 | 13 | 9 | 65* | 11 | -2 | 0.1 | 0.5
CCOc1cc(CN2CCN(CCOCCO)CC2)ccc1OC | -3 | 0 | 1 | 0 | 1 | 0 | 3 | -0.1 | 1.8
C[C@@H](C(O)c1ccccc1)N(C)C(=O)CCc1ccccc1 (stereo not given in full) | 0 | -1 | 4 | -2 | -17 | -4 | 2 | 0.1 | 2.9
NC(=O)c1ccsc1NC(=O)Cc1ccc([N+](=O)[O-])cc1 | 0 | 2 | -4 | 0 | 11 | . | 5 | -0.2 | 1.8
C/C(=N\N(c1ccccc1)c1ccccc1)c1ccc(N)cc1 | 1 | -2 | 1 | -4 | 2 | . | 3 | -0.1 | 0.5
O=C(c1ccc(=O)[nH]c1)N(Cc1cccs1)C1(C(=O)NC2CCCC2)CCCCC1 | 0 | -1 | 16 | 19* | -2 | 4 | -5 | 0.1 | -0.6
C/C(=C\C(=O)c1sccc1Cl)N(C)C | 5 | -1 | -8 | -1 | 0 | -2 | 2 | 0.0 | -0.3
O=C(NCC1CCCO1)C1CCN(C2CCN(Cc3cccs3)CC2)CC1 (stereo not given) | -2 | -1 | 4 | -4 | 3 | -6 | -5 | 0.2 | -1.7
COc1ccc(OCC(=O)N/N=C(\C)CC(=O)Nc2ccc(NC(C)=O)cc2)cc1 | 0 | 0 | 3 | 1 | -5 | -3 | -6 | 0.1 | 0.8
FC(F)(F)c1cccc(NC(=S)NCc2ccccc2)c1 | -2 | 0 | -5 | -2 | -1 | 17 | -1 | 0.1 | 3.1
O=C(COc1ccc(F)cc1)Nc1ccc(S(=O)(=O)Nc2ncccn2)cc1 | -12 | 5 | 16 | -7 | -1 | -6 | -9 | 0.1 | -3.2

Next part (4 carried over from the part before).
SMILES | Fh CTSL1 inh | TPT1 inhibitor | PREPL inhibitor | PP1 inh | core dimer inh | JMJD2C inh | LYPLA2 inh | Efflux pump mplx | PP5 primary
O=C(NCC1CCCO1)C1CCN(C2CCN(Cc3cccs3)CC2)CC1 (stereo not given) | -2 | -1 | 4 | -4 | 3 | -6 | -5 | 0.2 | -1.7
COc1ccc(OCC(=O)N/N=C(\C)CC(=O)Nc2ccc(NC(C)=O)cc2)cc1 | 0 | 0 | 3 | 1 | -5 | -3 | -6 | 0.1 | 0.8
FC(F)(F)c1cccc(NC(=S)NCc2ccccc2)c1 | -2 | 0 | -5 | -2 | -1 | 17 | -1 | 0.1 | 3.1
O=C(COc1ccc(F)cc1)Nc1ccc(S(=O)(=O)Nc2ncccn2)cc1 | -12 | 5 | 16 | -7 | -1 | -6 | -9 | 0.1 | -3.2
COc1cc(N=C2C(=O)N3c4c(cccc42)C(C)=CC3(C)C)cc(OC)c1 | -5 | 0 | 13 | -3 | 12 | -5 | 4 | -0.1 | 0.6
O=C(CCCCCNC(=O)N1CCn2c1nc1ccccc12)NCCc1ccccc1 | 10 | -2 | 6 | -2 | 4 | 1 | -4 | -0.1 | -0.4
O=C(c1cccc(S(=O)(=O)N2CCOCC2)c1)N1CCOCC1 | 4 | -1 | 0 | 0 | 0 | 3 | 2 | -0.1 | -1.2
O=C1COCC(=O)N1CCc1c[nH]c2ccccc12 | -4 | 2 | 3 | -4 | 0 | -19 | -1 | 0.0 | 2.1
O=[N+]([O-])/C=C1/CCCCCN1 | 2 | 0 | 13 | -3 | 1 | 18 | 6 | 0.2 | 1.6
O=C(Cc1cccs1)Nc1ccc(NC(=O)c2ccco2)cc1 | -2 | -2 | 5 | 1 | -4 | -1 | 0 | 0.0 | 0.0
OC1(c2cccc(C(F)(F)F)c2)CCN(c2ccc(-c3ccccc3)nn2)CC1 | 2 | 0 | 11 | -2 | 2 | -2 | 1 | 0.1 | 3.7
Cn1c(O)c(N=NC(=O)C2COc3ccccc3O2)c2ccccc21 (stereo not given) | 1 | -3 | 17 | 4 | -2 | 10 | 2 | 0.0 | 0.9
COc1ccc(/C=N\NC(=O)c2ccccc2[N+](=O)[O-])cc1COc1c(F)c(F)c(F)c(F)c1F | 3 | 0 | -8 | 5 | 16 | -5 | -28 | 0.0 | 5.8
O=C1c2ccccc2-c2nc3ncnn3c(-c3ccccc3Cl)c21 | 4 | -15 | -7 | -3 | -2 | 2 | -2 | -0.3 | -0.6
CC(=O)c1cccc(NC(=O)COC(=O)COc2ccc(Cl)cc2)c1 | -6 | 0 | 4 | -3 | -12 | 0 | 3 | -0.1 | 2.7
Nc1ccc(C(CC(=O)O)n2cccc2)cc1 (stereo not given) | -1 | 0 | 7 | -3 | 0 | -31 | 16 | 0.0 | -1.1
Cc1ccc2oc(-c3ccco3)cc(=O)c2c1 | 3 | -1 | -13 | 0 | 7 | 3 | 0 | 0.0 | 1.0
C=CCn1c(SCC(=O)NNC(=O)Nc2ccc(C)cc2)nnc1-c1ccccc1 | -5 | -1 | -5 | -4 | 1 | -2 | -4 | 0.0 | -1.6
Oc1ccc(-c2cn3ccccc3n2)cc1O | -1 | 0 | 2 | 2 | -8 | 6 | -4 | 0.0 | -0.8
CCN1CCOC(CC(=O)Nc2cccc([N+](=O)[O-])c2)C1=O (stereo not given) | -1 | -1 | 6 | 2 | 2 | 3 | -4 | -0.1 | -2.7
Cc1cccc(Nc2nnc(-c3ccc(N4CCOCC4)c([N+](=O)[O-])c3)c3ccccc23)c1 | 0 | 2 | 14 | 4 | 24 | 39 | -3 | 0.0 | 2.2
O=C(COC(=O)c1cc([N+](=O)[O-])ccc1NCCO)c1ccc(Cl)cc1 | -1 | -3 | 14 | -2 | 2 | -2 | 8 | 0.2 | 6.1
CCCCOCCCn1cnc2c([nH]c3cc(OC)ccc32)c1=O | 6 | -1 | 10 | 1 | 7 | 0 | 0 | 0.2 | 1.0
CCOC(=O)N1CCN(C(=S)NC(=O)C23CC4CC(CC(C4)C2)C3)CC1 | 6 | -3 | -3 | -1 | 9 | 0 | 1 | -0.3 | 1.6
CCc1ccccc1NC(=O)NNS(=O)(=O)c1cc(C)ccc1C | -2 | 8 | -7 | -3 | 0 | 0 | -2 | 3.0 | 3.3
COc1ccc(/C=N/NC(=O)CCn2cnc3ccccc32)cc1 | -2 | -3 | -18 | -1 | 1 | 17 | -3 | -0.2 | -3.0
CC1CCCCN1C(=O)CN1CCN(S(=O)(=O)c2ccc(Br)cc2Cl)CC1 (stereo not given) | . | . | 12 | 4 | . | -1 | 1 | 0.0 | 3.5
CC(C)CN(C(=O)C1CSC2(C)CCC(=O)N12)c1c(N)n(Cc2ccccc2)c(=O)[nH]c1=O (stereo not given) | 0 | -2 | 2 | -4 | -8 | 3 | 2 | -1.8 | 1.6
C=CCNC(=S)Nc1cccc([N+](=O)[O-])c1 | 1 | 0 | 1 | -4 | 6 | -3 | 1 | 0.0 | 0.1
CCc1ccccc1NC(=O)C/C(C)=N/NC(=O)COc1ccccc1C | -5 | -4 | 1 | 2 | -10 | -17 | 3 | -0.2 | 0.3
COc1cccc(/C=N/NC(=O)CSc2nnc(C)n2-c2ccccc2)c1OC | -3 | 3 | 13 | 1 | -3 | 12 | 0 | -0.1 | 0.3
CN(C)c1ccc(N2C(=NC(=O)CCC3CCCC3)SC3CS(=O)(=O)CC32)cc1 (stereo not given) | 4 | 3 | -4 | -4 | 6 | -1 | 2 | 0.0 | 0.5
CCCC(=O)Nc1cccn(Cc2ccccc2Br)c1=O | -17 | 3 | 12 | -2 | -1 | -7 | 1 | 0.0 | -0.9
O=C(NCC(c1ccco1)N1CCc2ccccc2C1)c1ccccc1Cl (stereo not given) | 10 | 0 | -12 | -6 | -1 | 4 | -4 | 0.2 | 3.4
CCCCn1c(N)c(N(CC)C(=O)C2=COCCO2)c(=O)[nH]c1=O | 1 | 2 | -4 | -5 | -1 | -4 | 0 | 0.0 | -4.4
CC(C)(C)NC(=O)C(c1ccc(F)cc1)N(CC1CCCO1)C(=O)c1csnn1 (stereo not given) | 3 | 2 | 3 | 0 | 1 | 6 | 1 | 0.1 | 1.7
O=C(NNC(=O)C(c1ccccc1)c1ccccc1)c1ccccn1 | 1 | -2 | 9 | 0 | 11 | 23 | -1 | -0.1 | -0.3
COc1ccc(CNC(=S)NC2CCCC2)cc1 | -6 | 1 | -3 | 1 | 7 | -9 | -5 | 0.3 | -4.2
CCCC(=O)n1nc(-c2ccco2)nc1SCc1ccccc1 | 0 | 0 | -1 | -4 | -9 | 4 | -5 | 0.2 | 0.7
CCNC(=O)c1ccc(C23CC4CC(CC(C4)C2)C3)o1 | -7 | 0 | -1 | -2 | 0 | 13 | 0 | 0.0 | -0.4
Cc1ccc(S(=O)(=O)c2nc(S(C)(=O)=O)sc2N(C)C)cc1 | -1 | -6 | -4 | 1 | -1 | 10 | -6 | -0.1 | -0.7
O=C(CCS(=O)(=O)c1ccccc1)N1CCN(c2ccccc2F)CC1 | 2 | -4 | -1 | 1 | -9 | 1 | 5 | -0.1 | -0.8
Cc1nnc(SCC(=O)Nc2cc(-c3cc(C)c(C)cc3C)nn2-c2ccccc2)s1 | 3 | -1 | -2 | 2 | -1 | 4 | -6 | 0.1 | 4.7
C=CCn1c(=NC(=O)c2cccc(N3C(=O)CCC3=O)c2)sc2cccc(OC)c21 | 2 | 1 | -7 | 0 | 9 | 7 | -6 | 0.0 | -1.0
CCOc1ccc2nc(SC(C)C(N)=O)[nH]c2c1 (stereo not given) | -3 | -4 | 16 | -5 | 4 | -4 | -4 | -0.2 | 2.0
Cc1ccc2nc(SCC(=O)Nc3cccc4ccccc34)nc(=O)n2c1 | 3 | 3 | 21 | -5 | 2 | -9 | -6 | 0.3 | 0.7

An excerpt, so the mix of outcomes need not match the whole.
